GPR7 antagonist: human neuropeptides B/W receptor 1 antagonism | P48145 | GPR7-expressing cells, fluorescence antagonist assay | inhibition, % at 4.4 µM | actives 1.1% (n = 290,000); in the data active = inhibition above about 16%, passing the limit was not always enough;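 also: cells stimulated with the agonist NPW; 0% = agonist with vehicle and 100% = vehicle without agonist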
Target sequence (P48145 whole entry, looked up): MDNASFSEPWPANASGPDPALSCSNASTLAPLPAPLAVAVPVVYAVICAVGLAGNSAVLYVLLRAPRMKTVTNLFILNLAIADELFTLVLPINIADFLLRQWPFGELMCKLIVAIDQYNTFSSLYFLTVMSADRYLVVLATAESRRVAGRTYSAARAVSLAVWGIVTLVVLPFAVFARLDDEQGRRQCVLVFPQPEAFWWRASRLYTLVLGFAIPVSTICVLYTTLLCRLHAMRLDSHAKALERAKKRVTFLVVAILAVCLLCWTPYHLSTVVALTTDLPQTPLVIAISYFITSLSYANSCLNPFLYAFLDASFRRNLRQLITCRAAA
NALP1 yeast inh: inhibitors of NALP1 inflammasome in yeast; AID 2071; inhibition, % at 10 µM; S. cerevisiae NALP1/ASC/caspase-1 growth, X-gal OD620, 72 h; actives 0.61% (n = 280,000); in the data active = inhibition mostly above about 24%, no sharp cut-off; inactive = mostly below about 32%; also: some compounds called inactive have numbers as strong as hits
MEKK3 PB1 HTS: raises or lowers MEK5 binding to the human MEKK3 PB1 domain | bead-based flow cytometry, Alexa488-MEK5 binding to MEKK3; actives lie on both sides; 0 = blocked by unlabeled MEK5, 100 = vehicle | actives 1.4% (n = 290,000) | binding response (% of control), % at 10 µM | Q99759;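 active = binding response more than 3 SD above or below the average of its plate-row segment, actives on both sides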;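 also: Alexa488 bead fluorescence after subtracting the streptavidin-only scavenger bead signal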
DNA FID counter: counter-screen for HCV NS3 helicase inhibitors: DNA intercalator displacement. DNA fluorescent intercalator displacement, fluorescence. inhibition, % at 7.9 µM. actives 0.17% (n = 290,000). AID 1845; in the data active = inhibition above about 37%;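 also: 0% = vehicle and 100% = reference compound; higher means more ethidium bromide displaced from hairpin DNA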
M18AAP inhibitor: PfM18AAP enzyme inhibition; recombinant PfM18AAP, H-Glu-NHMec fluorogenic cleavage; inhibition, % at 7.35 µM; actives 1.2% (n = 290,000); AID 1822;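 active = inhibition above the campaign mean inhibition over all tested compounds plus 3 SD, cut at about 28% in these data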;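 also: 0% = plate median of test compound wells and 100% = 2 mM ZnCl2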
PHOSPHO1 block: blocks human PHOSPHO1 phosphatase activity | recombinant PHOSPHO1, absorbance phosphatase assay | inhibition, % at 13.3 µM | Q8TCT1 | actives 1.1% (n = 290,000); in the data active = inhibition above about 60%
Target sequence (Q8TCT1 whole entry, looked up): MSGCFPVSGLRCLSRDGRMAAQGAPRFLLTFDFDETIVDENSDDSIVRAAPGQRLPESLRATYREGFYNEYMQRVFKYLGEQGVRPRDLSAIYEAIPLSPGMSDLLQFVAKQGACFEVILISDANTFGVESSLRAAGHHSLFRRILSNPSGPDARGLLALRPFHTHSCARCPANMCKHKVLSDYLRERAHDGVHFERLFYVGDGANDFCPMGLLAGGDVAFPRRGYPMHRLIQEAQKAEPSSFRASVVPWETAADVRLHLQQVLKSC
MEKK2mut PB1 HTS: signal of MEK5 binding to mutant human MEKK2 PB1 domain; bead flow cytometry, Alexa488-MEK5 binding to MEKK2 mutant; percent response, % at 10 µM; actives 0.35% (n = 290,000); in the data active = percent response above about 24%, passing the limit was not always enough; also: inactives centre near 1; some results filed as inactive read as strong as hits; reference of the scale not given here
OXTR agonist: human OXTR agonism; actives 0.32% (n = 320,000); P30559; CHO-OTR cells, Fluo-8 calcium fluorescence; normalized: DMSO 0%, oxytocin 100%; activation, % at 3 µM;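 active = activation above the mean of all tested compounds plus 3 SD, cutoff set per screening run, cut at about 20% in these data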;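 also: peak over basal fluorescence ratio from a 100 s FLIPR kinetic read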
Target sequence (P30559 whole entry, looked up): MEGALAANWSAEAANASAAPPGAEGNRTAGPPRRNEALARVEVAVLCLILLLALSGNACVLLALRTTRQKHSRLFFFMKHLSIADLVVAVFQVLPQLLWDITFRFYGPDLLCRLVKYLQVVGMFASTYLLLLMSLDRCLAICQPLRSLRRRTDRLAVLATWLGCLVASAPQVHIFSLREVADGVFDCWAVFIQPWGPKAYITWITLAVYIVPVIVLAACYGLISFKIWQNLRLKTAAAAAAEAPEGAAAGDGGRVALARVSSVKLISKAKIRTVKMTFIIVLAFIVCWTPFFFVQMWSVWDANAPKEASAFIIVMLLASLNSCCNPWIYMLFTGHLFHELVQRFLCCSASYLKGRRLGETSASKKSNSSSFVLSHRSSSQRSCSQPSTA
MEKK2 WT-MEK5: raises or lowers MEK5 binding to wildtype human MEKK2 PB1 domain; actives 1.1% (n = 290,000); binding response (% of control), % at 10 µM; bead flow cytometry, Alexa488-MEK5 binding to MEKK2 WT; actives lie on both sides; AID 1531; in the data active = binding response below about 67% or above about 130%
Numbers without * were called inactive; . = not tested or not shown. Rows were taken by chance. Share with any hit: about 6.2%.

Results follow in this order: GPR7 antagonist	MEKK2 WT-MEK5	NALP1 yeast inh	PHOSPHO1 block	M18AAP inhibitor	MEKK3 PB1 HTS	MEKK2mut PB1 HTS	DNA FID counter	OXTR agonist
> CN1CCN(C2=Cc3ccccc3Sc3cc(F)c(F)cc32)CC1
  0	123	13	-6	7	107	10	18	7.2
> COCCNC(=O)NC(=O)COC(=O)C12CC3CC(CC(NC(C)=O)(C3)C1)C2
  -7	108	4	-36	5	104	20	-6	-0.1
> CC(C)c1nc(NCc2ccccc2)c(C#N)c2c1CCCC2
  -8	98	22	1	-8	97	2	1	-0.1
> C[N+]1(CN2C(=O)C3C4C=CC(C4)C3C2=O)CCCCC1 (stereo unspecified)
  0	97	12	3	-4	92	-10	-2	0.8
> O=C(CN1C(=O)C2C3C=CC(C3)C2C1=O)NCCN1CCCc2ccccc21 (stereo unspecified)
  -4	.	14	-9	5	.	.	-1	0.8
> CCOCCCNC(=O)C(NC(=O)Cc1cccs1)c1ccc(Cl)cc1 (stereo unspecified)
  -2	98	8	-54	-5	101	-1	-12	-0.8
> Cc1nnc(SCc2ccc(CSc3nnc(C)c(=O)[nH]3)cc2)[nH]c1=O
  -10	89	4	-21	1	86	-11	-1	-0.1
> C=CCn1c(CCn2c3ccccc3c3ccccc32)n[nH]c1=S
  -3	100	1	8	12	102	-2	-48	-0.4
> CC(C)(C)OC(=O)N1CCC[C@H]1c1nnc(SCc2ccc(Cl)cc2)o1
  -4	95	.	-1	4	98	-9	-40	-2.8
> CC1COc2ccccc2N1S(=O)(=O)c1ccc(Cl)cc1 (stereo unspecified)
  -24	98	-26	32	1	105	-2	0	-3.0
> O=S(=O)(NCCc1ccc2c(c1)OCCO2)c1cccs1
  -2	102	42	0	5	101	3	-4	-0.3
> NC(=O)COc1ncnc2scc(-c3ccc(F)cc3)c12
  15	88	15	17	-6	101	-8	1	0.5
> COC(=O)c1ccc(NC(=O)Cn2nc(C(=O)Nc3ccc(C)cc3)ccc2=O)cc1
  -12	99	20	33	-4	98	-3	-22	-0.2
> COc1cccc(C(C(=O)NC(C)(C)C)N(Cc2ccco2)C(=O)CCC(=O)Nc2cc(C)on2)c1OC (stereo unspecified)
  0	99	7	28	-1	102	0	-45	-2.1
> O=C(O)c1ccc2c(c1)C(=O)N(CCc1c[nH]c3ccccc13)C2=O
  6	110	-5	19	1	105	7	-19	.
> O=C(NCCc1c[nH]c2ccccc12)c1cccc(Br)c1
  -7	104	-5	41	9	103	6	-4	-0.2
> CCCS(=O)(=O)N1CCCC(C(=O)NC2CCCC(C)C2C)C1 (stereo unspecified)
  -11	.	.	-4	-2	.	.	-10	1.5
> CN(C)S(=O)(=O)c1ccc(N2CCCC2)c(C(=O)Nc2nc(-c3cc(F)ccc3F)cs2)c1
  -5	94	22	0	-6	100	-3	-4	-0.9
> Nc1cccc(P(=O)(c2ccccc2)c2ccccc2)c1
  -11	109	14	31	-3	101	4	-9	0.0
> CC1=CCC2C(=O)N(c3ccc(Br)cc3C)C(=O)C2C1 (stereo unspecified)
  -2	85	1	22	-9	91	-3	-6	-2.0
> CC1CCc2sc(C(=O)N(C)CC(=O)Nc3cccc(F)c3)cc2C1 (stereo unspecified)
  -14	111	14	3	-5	105	8	-22	-1.7
> CC(C)(C)NC(=O)C1CCN(C(=O)c2ccc(Br)cc2)CC1
  0	101	9	24	-6	106	8	-12	0.9
> CCOC(=O)c1[nH]c(C)c(C(=O)NC2CCCCCC2)c1C
  5	96	8	-1	-4	93	-7	-2	0.0
> O=C(OCCCN=C1NS(=O)(=O)c2ccccc21)C1CC(=O)N(c2ccc(Cl)cc2)C1 (stereo unspecified)
  -12	101	19	-23	6	104	3	-8	-1.7
> Cn1ccnc1C(=O)c1ccc(N)cc1
  -15	98	-12	19	-4	103	-1	0	1.1
> CCC1(C)Cc2c(sc(NC(=S)NC(=O)c3ccccc3)c2C#N)CO1 (stereo unspecified)
  -4	98	21	-6	2	87	-1	-7	-0.5
> CC(=O)c1cccc(OCc2cc(C(=O)N(C)C(C)c3ccccn3)no2)c1 (stereo unspecified)
  -8	100	1	-18	-5	99	1	-36	2.2
> COc1cc(/C=N/NC(=O)c2ccc(CSc3nncn3C)cc2)cc(OC)c1O
  5	94	-6	27	8	101	-3	-9	0.8
> CCCc1ccc2oc(C(=O)NCCN3CCCC(O)C3)c(C)c2c1 (stereo unspecified)
  9	113	30	.	-2	101	1	21	.
> Cc1cccc(C(=O)N2CCc3c([nH]c4ccccc34)C2CC(C)C)n1 (stereo unspecified)
  3	88	4	1	-1	95	-8	-29	-1.8

As a working copy, some entries already given:
Results follow in this order: GPR7 antagonist	MEKK2 WT-MEK5	NALP1 yeast inh	PHOSPHO1 block	M18AAP inhibitor	MEKK3 PB1 HTS	MEKK2mut PB1 HTS	DNA FID counter	OXTR agonist
> CCCc1ccc2oc(C(=O)NCCN3CCCC(O)C3)c(C)c2c1 (stereo unspecified)
  9	113	30	.	-2	101	1	21	.
> Cc1cccc(C(=O)N2CCc3c([nH]c4ccccc34)C2CC(C)C)n1 (stereo unspecified)
  3	88	4	1	-1	95	-8	-29	-1.8

Quoted from the listing.
NALP1 yeast inh result of CN(C)S(=O)(=O)c1ccc(N2CCCC2)c(C(=O)Nc2nc(-c3cc(F)ccc3F)cs2)c1 stands at 22
PHOSPHO1 block result of CN1CCN(C2=Cc3ccccc3Sc3cc(F)c(F)cc32)CC1 stands at -6

Continuation.
Results follow in this order: GPR7 antagonist	MEKK2 WT-MEK5	NALP1 yeast inh	PHOSPHO1 block	M18AAP inhibitor	MEKK3 PB1 HTS	MEKK2mut PB1 HTS	DNA FID counter	OXTR agonist
> Cc1cccc(C(=O)NNC(=O)c2cc3cc4ccccc4nc3s2)c1
  -8	105	8	33	-12	103	7	-1	1.1
> CN(C)c1ccc(/C=N/NC(=O)c2ccc(CN3C(=O)c4cccc5cccc3c45)cc2)cc1
  2	102	.	-4	-1	102	10	-18	0.9
> Fc1ccccc1NC(=S)N1CCC(c2ccccc2)C1 (stereo unspecified)
  7	79	-3	-13	-2	82	-14	0	0.2
> COc1cc(C(=O)N/N=C(\C)Cc2ccccc2)cc(OC)c1OC
  2	103	26	0	0	100	0	-10	-0.5
> COc1ccc(CN(CCc2ccccc2)Cc2ccccc2)cc1OC
  -6	109	-10	15	-1	104	10	0	-1.8
> O=c1oc2ccccc2cc1-c1nc(-c2ccccc2)no1
  6	96	2	-4	-12	96	-4	2	-0.5
> COc1ccc(N2CCN(C(=O)c3ccccc3NS(=O)(=O)c3ccccc3)CC2)cc1
  -14	111	4	13	9	109	10	-39	-0.2
> CCOc1ccc(NC(=O)CSc2nncc(=O)[nH]2)cc1
  13	95	-5	32	2	90	-8	-3	-0.2
> CN1CCN(c2sc(S(C)(=O)=O)nc2S(=O)(=O)c2ccc(Cl)cc2)CC1
  -9	107	17	37	-2	104	3	-1	1.1
> CC(C)(C)NC(=O)c1cccc(NC(=O)CSc2ccccc2)c1
  -7	116	14	18	-2	111	7	-7	-0.1
> O=C1CCCN1CCCN1CC(C(=O)N(CCO)Cc2ccccc2)CCC1=O (stereo unspecified)
  11	115	-12	48	-3	108	11	-7	-0.1
> N/C(=N\OC(=O)c1ccco1)c1cccc([N+](=O)[O-])c1
  -4	102	-7	41	-9	100	-5	1	-1.3
> CC(C)(C)NC(=O)/C(=C\c1ccco1)NC(=O)c1cccs1
  -8	97	5	-27	4	99	-2	-5	0.6
> COc1ccccc1NC(=O)CSc1n[nH]c(-c2ccccn2)n1
  -2	103	5	36	5	100	2	-19	0.3
> O=C(Nc1ccn(-c2ccccc2)n1)c1ccccc1Br
  16	92	21	-14	7	103	1	-9	-1.2
> Cc1ccc(NC(=O)CSc2ncn[nH]2)cc1
  14	94	-1	11	32*	97	-2	12	-0.6
> COc1ccc(CCNC(=O)C2CCN(S(=O)(=O)c3ccc4nc5c(c(C(=O)O)c4c3)CCCC5)CC2)cc1OC
  -15	108	4	27	-2	104	8	-40	-0.2
> Cc1ccc2c(c1)N(CC(=O)OC(CC(C)C)C(=O)NC1CCCC1)C(=O)CO2 (stereo unspecified)
  29*	127	-21	6	-9	122	24	-32	-1.5
> Cc1ccc(N2CC(C(=O)N3CCC(C(=O)Nc4nnc(C(C)(C)C)s4)CC3)CC2=O)cc1 (stereo unspecified)
  -7	106	12	35	3	100	5	-49	0.0
> c1ccc(-c2nc3nonc3c3nc4ccccc4n23)cc1
  6	96	11	-2	-7	100	2	4	-0.4
> C=CCn1c(=O)c(C(=O)NCc2ccc3c(c2)OCO3)c(O)c2ccccc21
  -20	100	3	25	5	98	3	-14	1.1
> COc1cc2ccccc2cc1C(=O)OCC(=O)NC1CCS(=O)(=O)C1 (stereo unspecified)
  -5	93	6	6	-9	93	-3	-9	-1.3
> CCOC(=O)c1cnc2c(cnn2C)c1Cl
  -3	96	1	-66	5	100	-1	-2	-0.2
> Cc1ccc(C(=O)N2CCCC(c3nc4c(nnn4Cc4ccccc4)c(=O)[nH]3)C2)cc1 (stereo unspecified)
  -11	108	4	7	3	107	6	-31	-0.5
> COC(=O)c1ccc(CN2[C@H](C(=O)OC)C[C@@]3(O)[C@@H](O)[C@@H](O)[C@@H](O)C[C@@H]23)cc1
  .	105	.	9	.	97	-2	.	-0.1
> COC(=O)[C@@]1(Cc2ccc(F)cc2)[C@H]2c3cc(C(=O)N4CCCC4)n(CCCNc4ncc(C(F)(F)F)cc4Cl)c3C[C@H]2CN1C(=O)c1ccccc1
  6	91	8	4	9	99	-4	-51	-0.5
> CCOc1ccc(C(=O)N2CCCC(c3nc(-c4ccc(C)o4)no3)C2)cc1 (stereo unspecified)
  -17	105	10	45	0	104	0	-40	0.1
> CCOC(=O)Cn1c(=O)oc2cc(S(=O)(=O)Nc3ccc(N(CC)CC)cc3C)ccc21
  5	87	2	42	25	85	-7	-13	5.2
> CC(CNc1nc2ccc(Cl)cc2n2cnnc12)c1ccccc1 (stereo unspecified)
  1	98	20	48	2	104	-3	-22	-0.5
> CCCCN1C(=S)NC[C@@H]1C(C)CC (stereo partly specified)
  -21	105	2	30	-2	104	4	-7	-0.3
> C=CCc1cccc2cc(C(=O)OCC)c(=O)oc12
  -2	87	32	18	0	88	-3	0	-1.6
> COc1ccccc1CN1CC(C(=O)N(C)Cc2ccncc2C)CCC1=O (stereo unspecified)
  -7	104	-10	27	-1	99	5	-15	-0.3
> O=C(Nc1nnc(COc2ccc(F)cc2)s1)c1ccco1
  -12	98	.	18	2	101	-12	-6	1.8
> Cc1ccc(NC(=O)Nc2ccno2)cc1
  -16	88	12	-6	2	91	-17	-1	-2.1
> Cc1cccc(CN2CCN(CC(=O)NCc3ccc(F)cc3)C2=O)c1
  -13	99	.	.	-2	95	-8	-21	-1.5
> C#CCN(C(=O)c1cc(COc2cccc(C(F)(F)F)c2)on1)C1CCCCC1
  -10	100	4	48	4	103	6	-30	-0.1
> CC1(C)CC(=O)C2=C(C1)NC(=O)CC2c1cc(F)ccc1F (stereo unspecified)
  -17	106	2	45	-3	106	16	3	-1.4
> Cc1c(NC(=O)CN2CCC(C(N)=O)CC2)cccc1[N+](=O)[O-]
  -7	93	2	32	2	85	-2	-10	-0.4
> COc1ccc(-c2cc3ccccc3oc2=O)cc1NC(=S)NC(=O)c1ccc2c(c1)OCCO2
  6	100	14	45	-4	99	0	6	0.6
> COc1ccc(C2=NN(C(=O)CSC3=NN4CCCC(=O)N=C4S3)C(c3cccc(OC)c3OC)C2)cc1 (stereo unspecified)
  -3	103	-20	-21	3	105	0	-43	2.9
> O=C(CCS(=O)(=O)c1ccc2c(c1)NC(=O)CS2)NCCc1ccccc1
  1	100	10	22	-4	99	4	-22	1.2
